High-throughput results deposited in PubChem by National Center for Advancing Translational Sciences (NCATS).
GAA inhib: inhibitors of human lysosomal alpha-glucosidase | purified human GAA, 4-MU-alpha-glucoside fluorescence | Potency, µM (doses to about 76.9 µM), for inactives: top-dose activity change, negative = inhibition, hits mostly inhibitors | 0.005% of 200,000 active | AID 1466;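 also: plate controls were uninhibited enzyme wells for no effect and no-enzyme background for full effect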
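Compounds are titrated up to 77 uM against 4 nM human enzyme. Substrate 4-methylumbelliferyl-alpha-D-pyranoside (400 uM) reacts 20 min at room temperature in pH 5.0 buffer; liberated 4-methylumbelliferone is read at 440 nm.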
IMPase Li cell: membrane-permeable IMPase blocker, potentiated with lithium; CHO-M1 cells, IP1 TR-FRET (IP-One), carbachol + lithium; Potency, µM (series often up to 59.4 µM), for the others: at the highest dose activity, negative = IMPase inhibition, hits mostly inhibitors; 0.35% of 210,000 active; AID 1457;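 also: IP1 builds up when IMPase is blocked and the TR-FRET signal falls; plate controls were basal vehicle for no effect and high inhibitor control for full effect; nearly all actives have a fitted effect of over 50% in size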
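Lithium-sensitised IP1 accumulation assay; M1-expressing CHO cells treated 30 min at 37C with compound. Competitive antibody detection by time-resolved FRET followed a 10 min room-temperature lysis step.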
HTT ATP protect: protects HTT-Q103 PC12 cells, measured by ATP; 0.14% of 230,000 active; Potency, µM (highest dose often 56.4 µM), for inactives: cytoprotection (ATP increase), hits mostly activators; PC12 HTT-Q103 induced, cytoprotection, ATP luminescence, 40 h; AID 1471;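 also: % of control where 0% means no effect; nearly all actives have a fitted effect of over 45% in size; toxic huntingtin expression switched on by the ecdysone agonist tebufenozide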
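PC12 cells with ecdysone-inducible HTT exon 1 Q103-GFP, induced with 100 nM tebufenozide and co-treated with library compounds in a dose series (1536-well, 1500 cells/well). Cytoprotection read as ATP content by ATPlite luminescence.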
HttQ103 aggreg: inhibitors of mutant huntingtin aggregate formation in PC12 cells. PC12 HttQ103-GFP aggregates, Acumen cytometry, 40 h. Potency, µM (top dose mostly 46.1 µM), without a hit: at the top dose activity change, negative = inhibition, hits mostly inhibitors. 1.1% of 220,000 active; also: % is scaled to controls: 0 for no effect and ±100 for the full control effect; nearly all actives have a fitted effect of over 60% in size
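Aggregate formation scored by laser-scanning cytometer (488 excitation, 500–530 emission) in lysed PC12 cells expressing Q103-GFP after 100 nM tebufenozide induction; library tested in dose series, with ATPLite reagent added in the multiplex.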
GoLoco inh red: inhibitors of human Gai1-RGS12 GoLoco interaction (red fluorophore). AID 880. 0.44% of 230,000 active. Gai1:RGS12 GoLoco peptide FP, rhodamine, 10 min. Potency, µM (series often up to 61.6 µM), for the others: at the top dose activity, negative = inhibition, actives largely listed as inhibitors. P63096; active = well fitted inhibition curve with a large enough effect, not every such curve was filed as active; inactive = no such curve, though single readings can be large or run the other way; also: % is scaled to controls: 0 for no effect and ±100 for the full control effect; nearly all actives have a fitted effect of over 30% in size; many of its hits are not listed in these tables
Target sequence (P63096 whole entry, looked up): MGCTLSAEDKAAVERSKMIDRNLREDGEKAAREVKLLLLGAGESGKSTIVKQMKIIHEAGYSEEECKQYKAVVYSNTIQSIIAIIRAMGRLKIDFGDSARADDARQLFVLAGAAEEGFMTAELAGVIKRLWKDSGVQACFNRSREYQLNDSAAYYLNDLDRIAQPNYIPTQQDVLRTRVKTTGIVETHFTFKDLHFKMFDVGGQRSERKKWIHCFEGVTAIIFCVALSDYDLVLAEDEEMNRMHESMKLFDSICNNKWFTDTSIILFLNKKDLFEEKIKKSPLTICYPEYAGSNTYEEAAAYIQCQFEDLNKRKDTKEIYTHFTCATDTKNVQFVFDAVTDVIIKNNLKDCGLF
aGlu spleen mod: inhibitors or activators of human alpha-glucosidase in spleen homogenate; 0.006% of 240,000 active; Potency, µM (titrated, usually from 79.9 µM), for inactives: at the top dose activity change, negative = inhibition, actives largely listed as inhibitors; AID 2112; P10253; human spleen homogenate, 4-MU-alpha-glucoside fluorescence;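 also: 0% = enzyme with vehicle and -100% = no enzyme basal signal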
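Human spleen homogenate (1 ug) incubated with compounds and 1 mM 4-methylumbelliferyl-alpha-D-glucopyranoside in pH 5.0 citrate/phosphate buffer, 37 C, 40 min. Stopped at pH 10; 4-MU fluorescence (Ex 365/Em 440 nm); AC50 by Hill fit.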
GAA glycogen mod: GAA glycogen-cleavage inhibition or activation; Potency, µM (series often up to 76.4 µM), without a hit: at the top dose activity change, negative = inhibition, actives largely listed as inhibitors; recombinant GAA, glycogen substrate, Amplex Red glucose oxidase fluorescence; AID 2100; 0.38% of 300,000 active; P10253;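 also: 0% = full enzyme reaction and -100% = no-enzyme basal signal; the screen sought inhibitors and activators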
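Recombinant enzyme (4 nM final) with compounds titrated up to 77 uM and bovine liver glycogen (30 ug) in citrate pH 5.0, 0.01% Tween-20, 37 C 40 min. Released glucose detected by Amplex Red/glucose oxidase (Ex 573/Em 610); AC50 from Hill fits.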
* = called active by the depositor; ? = inconclusive; . = not tested or not shown; & = joins results of further samples; [ ] = remark or other dose. Unless noted, calls follow the shape of the dose curve; as a rule, active = well fitted curve in the direction sought with a large enough effect; inconclusive = small, poorly fitted or top-dose-only effect, or another doubt; inactive = no such curve, though single readings can be large; an effect the other way counts as inactive or inconclusive. Potency is read from the fitted curve at half-maximal effect. These rows are one share of the data; the hit share may differ from the screen's.

Start of the data: the first 2 entries, ahead of the listing:
SMILES	GAA inhib	IMPase Li cell	HTT ATP protect	HttQ103 aggreg	GoLoco inh red	aGlu spleen mod	GAA glycogen mod
CCOc1ncccc1C(=O)OCC(=O)c1c(N)n(C)c(=O)n(C)c1=O	-6%	-9%[38.3 µM]	-37%	-23%	-7%	-4%	4%
C(=C\c1ccccc1)/CSc1nnc(-c2cccnc2)o1	5%	13%[38.3 µM]	20%	14%	1%	3%	2%

Results, repeating the preview:
SMILES	GAA inhib	IMPase Li cell	HTT ATP protect	HttQ103 aggreg	GoLoco inh red	aGlu spleen mod	GAA glycogen mod
CCOc1ncccc1C(=O)OCC(=O)c1c(N)n(C)c(=O)n(C)c1=O	-6%	-9%[38.3 µM]	-37%	-23%	-7%	-4%	4%
C(=C\c1ccccc1)/CSc1nnc(-c2cccnc2)o1	5%	13%[38.3 µM]	20%	14%	1%	3%	2%
COc1ccc(OC)c(NC(=S)N2CCC(C(O)(c3ccccc3)c3ccccc3)CC2)c1	-8%	2%	21%[10 µM]	14%	4%	-1%	-24%
COC(=O)/C=C1\SC(=NC(=O)c2ccc(C)cc2)NC1=O	-6%	-4%	-28%	?	21%	-2%	-7%
CC(=O)NC(=S)Nc1ccc(S(=O)(=O)N(C)Cc2ccccc2)cc1	10%	15%	-4%	?	-29%	-2%	-12%
Cc1ccc2c(C)nc(N/C(N)=N/S(=O)(=O)c3ccc([N+](=O)[O-])cc3)nc2c1	-4%	9%	22%[0.074 µM]	18%	10%	0%	1%
O=C(OCC#CCSc1nnc(-c2cccc3ccccc23)o1)c1ccco1	7%	-4%[38.3 µM]	-44%[inhibitor]	-1%	5%	-8%	-5%
COC(=O)c1ccc(NC(=O)COc2ccc([N+](=O)[O-])cc2)cc1	.	.	11%[10 µM]	-21%[9.22 µM]	-18%	-2%	21%
CC(=O)N1CCC(=NNS(=O)(=O)c2cccc([N+](=O)[O-])c2)CC1	-1%	16%[38.3 µM]	11%[10 µM]	1%	-1%	-13%	-6%
COc1ccc(CNC(=O)Cc2c(C(=O)O)[nH]c3ccccc23)cc1	-4%	0%[38.3 µM]	16%	13%	7%	0%	10%
CSc1nc2c(cc1C#N)CCC2	.	.	?	10%[9.22 µM]	7%	1%	0%
O=C(NCCCN1CCN(c2ccccc2F)CC1)C1CCC(=O)N1C1CCCCC1 (centres undefined)	-2%	8%[38.3 µM]	7%	12%	-3%	-5%	7%
COc1ccc(OC)c(NC(=O)CN(c2ccc(C)cc2)S(=O)(=O)c2c(C)noc2C)c1	-7%	-1%[38.3 µM]	-4%	4%	8%	0%	-19%
COP(=O)(OC)c1nc(-c2ccccc2)oc1N1CCOCC1	-8%	-9%	-3%[10 µM]	-21%	-6%	-10%	10%
O=C(N/N=C/c1cccs1)c1ccc2ncccc2c1	-7%	12%	11%[10 µM]	0%	7%	-3%	-14%
O=C(COC(=O)CNC(=O)c1sc2ccccc2c1Cl)Nc1c(Cl)cc(Cl)cc1Cl	7%	-14%	.	3%	-3%	-21%	1%
CCC(=O)Nc1ccccc1Nc1cc(C#N)c(C#N)cc1[N+](=O)[O-]	-7%	-14%[38.3 µM]	-22%	-15%	8%	-8%	16%
CCOC(=O)N1CCN(C(=O)c2ccc(NS(=O)(=O)c3ccc(F)cc3)cc2)CC1	-4%	-5%	13%	?	2%	2%	-5%
O=C1c2ccccc2C(=O)c2c1ccc1c(=O)n(C3CCCCC3)[nH]c21	2%	39%[activator]	5%[10 µM]	-25%	11%	8%	4%
Cn1c(=O)[nH]c(=O)c2[nH]c(N(Cc3ccccc3)Cc3ccccc3)nc21	-4%	38%[activator][38.3 µM]	-22%[0.074 µM]	3%	7%	0%	?
COc1ccc(NC(=O)CO/N=C2/CCCc3nonc32)c(OC)c1	-1%	6%	-46%	15%	30%	.	1%
Cc1cccc(/C=N/N2CCN(c3ccccc3)CC2)c1	-2%	5%	2%[0.074 µM]	14%	0%	2%	8%
CCOc1ccc(-n2c(SCC(=O)Nc3cc(C)on3)nnc2-c2c[nH]c3ccccc23)cc1	-2%	22%[38.3 µM]	11%	12%	10%	-7%	9%
Brc1ccc(-c2ccc(/C=N/Nc3nc(N4CCOCC4)nc(N4CCOCC4)n3)o2)cc1	0%	23%	-20%	-3%	-1%	.	3%
CCOC(=O)c1ccc2c(c1)nc(COc1ccc3ccccc3c1)n2CC	-7%	38%[38.3 µM]	-5%	5%	34%	-3%	-6%
COc1cc(NC(=O)CCCn2c(=S)[nH]c3ccccc3c2=O)cc(OC)c1OC	-1%	8%	-33%[inhibitor]	-11%	5%	0%	-3%
CC(SCC(=O)Nc1ccc(S(=O)(=O)N2CCCCC2)cc1)C(=O)O (centres undefined)	-5%	-19%[38.3 µM]	3%	-4%	9%	-6%	0%
C=C(C)CSc1nc(C)c(Cc2ccccc2)c(=O)[nH]1	-5%	10%[38.3 µM]	5%	-21%	3%	1%	-3%
O=C(NC1CC1)C1=C[C@@H](c2ccc(Br)cc2)C[C@@H](OCc2ccc(CO)cc2)O1	.	.	-17%[10 µM]	-19%[9.22 µM]	6%	3%	-1%
CC1=NN2C(=N)/C(=C\c3cc(C)n(-c4ccc(C)cc4)c3C)C(=O)N=C2S1	.	.	-15%[10 µM]	8%[9.22 µM]	-3%	-1%	-1%
Oc1ccc2c(ccc3[nH]cnc32)c1	4%	.	-10%[10 µM]	-21%[9.22 µM]	8%	6%	-24%
CCOC(=O)CC1C(=O)NCCN1c1nc2c(C)cccn2c(=O)c1/C=C1\SC(=S)N(C(C)CC)C1=O (centres undefined)	.	.	17%[10 µM]	-21%[9.22 µM]	167%[activator]	1%	-7%
CCc1nc2ccccc2nc1N1CCN(S(=O)(=O)c2c(C)cc(Cl)cc2C)CC1	.	.	3%[10 µM]	-11%[9.22 µM]	-7%	-2%	-6%
C/C(=N\NC(=S)NCCc1ccccc1)c1ccc(Cl)cc1	5%	11%	26%[10 µM]	8%	7%	3%	?
Cc1cccc(C2c3[nH]c4ccccc4c3CCN2C(=O)c2nn(C)c(=O)c3ccccc23)n1 (centres undefined)	-9%	6%	-41%[inhibitor]	-7%	1%	2%	1%
COC(=O)c1sccc1NC(=O)c1ccccc1	-11%	17%	-27%	-21%	2%	.	3%
COCCNS(=O)(=O)c1cc(F)ccc1OC	2%	-9%	1%[0.074 µM]	-14%	-3%	-2%	3%
CSCCC(NS(=O)(=O)c1ccc(Cl)cc1)C(=O)OCC(=O)c1ccc(F)cc1 (centres undefined)	0%	14%	7%[10 µM]	14%	-4%	-2%	-5%
COc1ccc(-c2csc(N=C(N)N)n2)cc1	3%	6%	-2%[10 µM]	10%	9%	1%	1%
COC(=O)c1c(C(=O)OC)c2oc3ccccc3n2c1Cl	-9%	22%[38.3 µM]	-1%	-2%	4%	-9%	-12%

Rewritten in markdown: 2 of the compounds above.
| SMILES | GAA inhib | IMPase Li cell | HTT ATP protect | HttQ103 aggreg | GoLoco inh red | aGlu spleen mod | GAA glycogen mod |
| --- | --- | --- | --- | --- | --- | --- | --- |
| COc1cc(NC(=O)CCCn2c(=S)[nH]c3ccccc3c2=O)cc(OC)c1OC | -1% | 8% | -33%[inhibitor] | -11% | 5% | 0% | -3% |
| COC(=O)c1sccc1NC(=O)c1ccccc1 | -11% | 17% | -27% | -21% | 2% | . | 3% |

(continued)
SMILES	GAA inhib	IMPase Li cell	HTT ATP protect	HttQ103 aggreg	GoLoco inh red	aGlu spleen mod	GAA glycogen mod
CCCC1=C(C(=O)OCC)C(c2cccs2)C(C#N)=C(N)O1 (centres undefined)	-3%	14%[38.3 µM]	16%[10 µM]	3%	-3%	-9%	17%
O=C(CCc1nc(-c2ccccn2)no1)NCc1ccc2c(c1)OCO2	.	.	-3%[10 µM]	35%[9.22 µM]	-1%	6%	2%
C[C@@H]1CC2(OC3C[C@@]4(C)C5=CC[C@H]6C(C)(C)C(O[C@@H]7OC[C@@H](O)[C@H](O)[C@H]7O)CC[C@@]67C[C@@]57CC[C@]4(C)C31)OC(O)C1(C)OC21 (some centres undefined)	.	4%	-3%	.	32%[activator]	10%	.
COCC(C)n1c(C)cc(C(=O)COC(=O)c2ccc(N3CCCC3=O)cc2)c1C (centres undefined)	-1%	22%[38.3 µM]	-4%	-10%	-2%	-13%	8%
CC(Oc1ccccc1)C(=O)NC1C(=O)N2C1SC(C)(C)C2C(=O)O (centres undefined)	?	-1%	17%[10 µM]	14%[9.22 µM]	12%	5%	3%
O=C(N/N=C/c1cccs1)C(=O)N1CCCC1	7%	4%	.	.	2%	2%	-3%
Cn1c(=O)c2c(ncn2CCCNC2=CC(C)(C)CC(=O)C2)n(C)c1=O	-5%	24%[38.3 µM]	-23%[0.074 µM]	2%	10%	-4%	11%
O=C(NC1CCCCC1)n1c(=O)oc2cc(S(=O)(=O)N3CCCCC3)ccc21	?	-7%[38.3 µM]	-10%[0.074 µM]	-6%[9.22 µM]	2%	-8%	-6%
COc1ccc(N2CCN(C(CNS(=O)(=O)c3cccs3)c3cccnc3)CC2)cc1 (centres undefined)	5%	15%[38.3 µM]	12%[10 µM]	20%	7%	-2%	29%
CCOC(=O)c1ccc(N2C(=O)C(C)=C(C)C2=O)cc1	-3%	-4%[38.3 µM]	5%	19%	9%	-11%	-2%
O=C(CCS(=O)(=O)c1ccc(Br)cc1)Nc1ccc(Cl)cc1F	11%	0%	29%[10 µM]	-6%	3%	3%	10%
C1COCCNCCOCCOCCOCCN1	2%	-11%	.	-24%	-1%	-4%	-2%
C=CCN1C(=O)c2cccc3c(N4CCCCC4)ccc(c23)C1=O	-9%	12%	-50%[inhibitor]	-16%	10%	-2%	-6%
CCSc1cc(N2CCCC2)nc(-c2ccccc2Cl)n1	-3%	18%	.	0%	6%	5%	1%
O=S(=O)(NCc1ccco1)c1ccccc1Br	.	.	-1%[10 µM]	-4%[9.22 µM]	0%	-2%&4%	-3%
CC1CCCN(C(=S)NCCc2ccccc2)C1 (centres undefined)	0%	16%[38.3 µM]	-12%	1%	4%	-6%	4%
O=C(Nc1cccc(C(=O)O)c1)/C(=C/c1ccc2c(c1)OCO2)NC(=O)c1cccc(Br)c1	-1%	3%	-8%[10 µM]	-4%[9.22 µM]	15%	-3%	5%
O=C(CC1OC(=O)c2ccccc21)c1ccco1 (centres undefined)	-2%	5%[38.3 µM]	-4%	16%	9%	4%	7%
CCOCCCNC(=O)C(NC(=O)c1cnccn1)c1ccc(C)cc1 (centres undefined)	-1%	20%[38.3 µM]	9%	4%	-4%	8%	-3%
COc1ccc(C(=O)NCC(C)CN(C)C)cc1 (centres undefined)	?	14%[38.3 µM]	-12%	-13%	2%	-1%	8%
